# FXIIa inh: human FXIIa protease inhibitors, primary screen, biochemical, 1536-well. purified FXIIa, Boc-QGR-AMC fluorogenic substrate, 2 h. hit rate 0.3% among 220,000. AID 800, 2007. inhibition, % at 5 µM; in the data active = inhibition above about 40%;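 also: 0% = enzyme with no compound and 100% = blank without enzyme; many of its hits are not listed in these tables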
# Cl transport mod: KCC2 cotransporter modulators, thallium flux, primary screen, cell-based, HEK293 KCC2, FluoZin-2 fluorescence, MLSMR; B-score of Tl+ flux slope (higher = more flux/activation; lower = inhibition) at 10 µM; hit rate 2.2% among 190,000; KCC2 cells, thallium flux FluoZin-2 fluorescence; AID 1456, 2008;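 active = thallium flux slope and its plate-corrected score both differing from the plate sample mean at a set confidence after two filtering rounds, in either direction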;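 also: slope of fluorescence scaled to starting intensity during 10 to 20 s after thallium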
# Rad51 HR inh: human RAD51 strand exchange inhibitors, primary screen, biochemical, fluorescence. DNA repair protein RAD51 homolog 1 (Homo sapiens), Q06609. hit rate 0.085% among 200,000. inhibition, % at 10 µM. hRad51 DNA strand exchange, fluorescence dequenching;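 active = inhibition above 40% at the single screening dose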;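 also: 0% = DMSO control wells and 100% = blanks with heterologous ssDNA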
#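 Material: hRad51 filaments on single-stranded DNA; Reagent: Donor/quencher-labelled 47-bp dsDNA substrate; Compound: 10 µM final, single point; Schedule: 37 °C 15-min filament assembly, 30-min compound preincubation, 15-min exchange; Technique: FRET fluorescence, excitation 485 nm, emission 520 nm; Benchmarks: control wells and blank wells on each plate.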
# Furin inhibitor: human furin inhibitors, primary screen, biochemical, fluorescence intensity. P09958. purified furin, fluorogenic substrate cleavage. inhibition, % at 30 µM. hit rate 0.061% among 220,000. AID 463115, 2010; in the data active = inhibition above about 25%; also: inactives centre near -15
# thrombin 1536: human alpha-thrombin inhibitors, primary screen, counter-screen for coagulation protease inhibitor project, biochemical, 1536-well, fluorogenic AMC substrate; Prothrombin (Homo sapiens), P00734; Boc-VPR-AMC fluorogenic substrate cleavage; inhibition, % at 5 µM; hit rate 0.26% among 220,000;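 active = inhibition at or above 40%; inactive = inhibition below 40%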;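 also: 0% = enzyme with no compound and 100% = wells without enzyme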
#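 Test system: human alpha-thrombin protein / Dosing: one concentration per compound, 5 µM, with 0.2% DMSO / Medium: pH 7.5 Tris-saline with Tween 20 / Benchmarks: no-compound enzyme wells and no-enzyme blanks / Read-out basis: percent inhibition of thrombin substrate cleavage / Timing: reaction at room temperature / Measured by: fluorescence, ex 355 nm, em 460 nm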
# hK5 inh: human KLK5 protease inhibitors, primary screen, biochemical, 1536-well | hit rate 0.59% among 210,000 | recombinant hK5, fluorogenic AMC substrate cleavage | AID 873, 2007 | inhibition, % at 5 µM | Kallikrein-5 (Homo sapiens), Q9Y337;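 active = inhibition of 40% or more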;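 also: 0% = enzyme controls without compound and 100% = no-enzyme blanks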
# Calpain2 inh: inhibitors of pig calpain II, primary screen, biochemical, fluorogenic peptide substrate, 1536-well. purified calpain II, 30 min. hit rate 0.37% among 220,000. inhibition, % at 16 µM;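 active = inhibition above about 50%, limit read from the data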
# PERK inh: block of dimerizer-induced PERK translation repression, primary screen, PERK inhibitor project, CHO PERK-DD cells, SEAP luminescence, HTS; inhibition, % at 5.6 µM; CHO PERK-DD fusion, SEAP luminescence translation reporter; Eukaryotic translation initiation factor 2-alpha kinase 3 (Homo sapiens), Q9NZJ5; hit rate 0.17% among 220,000;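 active = inhibition above the mean inhibition of all tested compounds plus 3 SD, set separately per screening campaign, cut at about 2.9% in these data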;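 also: PERK kinase domain activated by AP20187 dimerizer at 100 nM; 0% = DMSO with dimerizer and 100% = rapamycin at 8.4 µM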
# Target sequence (Q9NZJ5 whole entry, looked up, the tested form may be a part): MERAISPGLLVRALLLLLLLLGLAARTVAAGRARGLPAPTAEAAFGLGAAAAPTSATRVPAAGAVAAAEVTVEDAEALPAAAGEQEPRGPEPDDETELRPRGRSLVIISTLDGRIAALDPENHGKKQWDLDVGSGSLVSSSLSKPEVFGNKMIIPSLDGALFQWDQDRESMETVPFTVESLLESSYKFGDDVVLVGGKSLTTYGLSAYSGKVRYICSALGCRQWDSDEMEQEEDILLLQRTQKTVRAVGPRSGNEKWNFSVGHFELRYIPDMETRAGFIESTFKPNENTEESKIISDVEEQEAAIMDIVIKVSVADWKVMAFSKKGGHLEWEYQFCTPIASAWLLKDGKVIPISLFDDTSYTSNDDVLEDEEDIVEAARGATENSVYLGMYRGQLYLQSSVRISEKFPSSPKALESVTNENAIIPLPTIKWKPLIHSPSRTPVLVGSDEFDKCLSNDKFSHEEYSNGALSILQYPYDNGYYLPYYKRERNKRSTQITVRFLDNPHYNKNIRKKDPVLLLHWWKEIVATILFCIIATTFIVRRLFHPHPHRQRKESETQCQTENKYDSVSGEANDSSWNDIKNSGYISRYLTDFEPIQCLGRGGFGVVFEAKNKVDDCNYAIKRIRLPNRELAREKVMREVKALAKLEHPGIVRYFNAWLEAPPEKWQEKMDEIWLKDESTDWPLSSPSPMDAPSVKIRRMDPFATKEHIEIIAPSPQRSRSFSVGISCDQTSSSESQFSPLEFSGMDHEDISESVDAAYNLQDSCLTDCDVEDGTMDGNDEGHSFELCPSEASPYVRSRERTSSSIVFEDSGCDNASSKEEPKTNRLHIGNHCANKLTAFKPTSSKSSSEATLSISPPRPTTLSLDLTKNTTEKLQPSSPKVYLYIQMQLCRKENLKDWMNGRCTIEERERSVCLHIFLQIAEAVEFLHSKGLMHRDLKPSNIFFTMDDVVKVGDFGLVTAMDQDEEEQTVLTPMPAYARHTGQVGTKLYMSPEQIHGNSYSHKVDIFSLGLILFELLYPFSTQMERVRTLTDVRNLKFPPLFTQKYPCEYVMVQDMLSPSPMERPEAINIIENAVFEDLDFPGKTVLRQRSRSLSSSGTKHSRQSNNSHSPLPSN
# FXIa inh 1536: human FXIa protease inhibitors, primary screen, biochemical, 1536-well; inhibition, % at 5 µM; AID 798, 2007; purified FXIa, Boc-Glu-Ala-Arg-AMC fluorogenic substrate; hit rate 0.14% among 220,000;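 active = inhibition of at least 40%; inactive = inhibition below 40%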;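 also: fluorescence of freed AMC excited at 355 nm; 0% = enzyme without compound and 100% = no enzyme blank; many of its hits are not listed in these tables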
# Starred values were filed as active, the others as inactive; . = not tested or not shown; [ ] = another dose, or the depositor's remark.
SMILES	FXIa inh 1536	Cl transport mod	hK5 inh	PERK inh	Rad51 HR inh	FXIIa inh	Furin inhibitor	Calpain2 inh	thrombin 1536
O=[N+]([O-])c1ccc(Sc2cccc3cccnc23)c2cccnc12	3.7	1.17	-0.2	0.6	.	9.6	-34.3	0.2	1.4
CCSc1nc(O)c(C2OC(=O)c3c2ccc(OC)c3OC)c(=O)n1-c1ccccc1 (centres undefined)	-6.1	-0.841	-19.0	1.3	-10.3	12.0	-14.5[20 µM]	-36.8	-13.6
CCOC(=O)Cn1nnnc1CN(Cc1ccccc1)Cc1cc2cc(CC)ccc2[nH]c1=O	2.4	-2.5	15.2	-0.4	5.6	12.7	-3.2	3.3	-1.2
COC(=O)c1ccccc1NC(=O)c1cccs1	4.3	-0.0942	-29.1	0.6	-0.2	9.6	-7.7[20 µM]	-6.3	0.4
C[N+]1(C2CCC3CCC2C3O)CCCC1 (centres undefined)	7.1	0.752	-7.6	1.2	6.8	4.4	-18.7	23.0	-6.5
O=C1CCC2c3ccc4ccccc4c3CCN12 (centres undefined)	10.5	0.404	-7.0	0.2	-0.5	12.5	-7.5[20 µM]	-43.1	4.1
CCCN1C(=O)C2(C(C(=O)c3ccc(C)o3)=C(O)C(=O)N2CCCN2CCOCC2)c2ccccc21 (centres undefined)	5.6	0.243	6.9	1.5	0.4	2.4	-8.5	-0.9	-14.0
CCOC(=O)c1c(-c2ccc(C)cc2)csc1NC(=O)CCN1CCOCC1	6.2	-0.0174	22.8	-1.4	11.1	11.0	-13.2	-9.2	42.3*
Cn1c(CN2CCOCC2)nc2cc(NC(=O)COc3ccccc3)ccc21	-2.4	0.165	1.7	-0.3	1.5	6.0	-4.6	-1.8	1.1
CCOC(=O)c1cc(-c2ccccc2)n(CCC(=O)N2CCN(c3ccccn3)CC2)c1C	-2.0	-0.724	-20.2	-0.5	-6.4	7.2	-22.0	26.7	-5.2
CC#CCCCC(=O)Nc1ccccc1C(=O)O	-9.1	.	14.0	0.9	7.3	1.7	-13.0	4.7	0.4
Cc1cc(C(=O)COC(=O)Cc2n[nH]c(=O)c3ccccc23)c(C)n1-c1cccc(C(F)(F)F)c1	-3.9	-0.409	-7.5	-0.8	-4.0	6.8	-8.8	-44.4	-10.8
CCN(c1ccccc1)S(=O)(=O)c1ccc(Oc2ccc(-n3ccnc3)cc2)nc1	0.3	-0.635	-5.0	-1.6	-4.0	5.6	-29.0	-8.1	-0.1
Oc1ccc(-c2cnns2)c(O)c1	16.4	-0.957	-11.9	-0.3	-31.9	19.3	-24.1	-1.1	-4.8
O=C(Nc1nnc(-c2ccc3c(c2)OCCO3)o1)c1ccc(Cc2ccccc2)cc1	0.6	2.07	-87.0	1.3	1.6	9.3	-30.7	-219.8	-0.7
O=C(Nc1ccccc1C(=O)NCCCn1ccnc1)c1ccccc1	7.2	.	-27.3	-1.1	0.3	13.5	-6.6[20 µM]	-18.5	2.1
c1ccc(-c2onc3cc4c(cc23)OCCO4)cc1	21.6	-0.993	3.8	0.4	-5.1	6.8	-10.8	-8.5	2.5
COc1cccc(/C=N/Nc2ncnc3c2[nH]c2ccc(C)cc23)c1OC	2.1	0.271	0.9	-2.2	-1.2	4.4	0.9	0.0	-0.2
Oc1ccc(-c2n[nH]c(=S)n2-c2ccc3c(c2)OCCO3)c(O)c1	8.2	-0.593	-1.6	-0.3	0.1	4.5	-19.1	-12.4	11.3
O=C(CSc1nnc(-c2ccccc2)n1-c1ccccc1)NCc1ccco1	-0.8	0.00385	-4.2	-2.2	7.8	6.2	-25.2[20 µM]	-20.9	-0.5
CCN(CC)Cc1oc(-c2ccccc2)cc1C(=O)O	6.8	1.04	24.1	0.7	-11.0	13.3	-4.6	2.0	-3.8
O=C1C(Cl)=C(N2CCOCC2)C(=O)N1CCc1ccccc1	2.9	.	-3.1	0.1	4.9	23.6	-29.3[20 µM]	0.6	-0.3
NS(=O)(=O)c1ccc(CNC(=O)C2CCCCC2)cc1	4.2	1.92	-23.2	0.4	2.6	12.5	-23.1[20 µM]	19.4	4.5
CCC(C)(C)N1CC(=O)N(Cc2ccccc2)C(c2ccc(OC)cc2)C1=O (centres undefined)	7.9	.	-10.0	-1.8	-4.7	11.1	-10.0	-36.2	-1.7
O=C(CN1CCCCCC1)N1c2ccccc2C=Cc2ccccc21	10.3	0.565	-14.1	0.0	-2.7	23.0	-12.8[20 µM]	-16.2	5.8

# 3 compounds picked at random from those above, as already listed:
SMILES	FXIa inh 1536	Cl transport mod	hK5 inh	PERK inh	Rad51 HR inh	FXIIa inh	Furin inhibitor	Calpain2 inh	thrombin 1536
O=C1CCC2c3ccc4ccccc4c3CCN12 (centres undefined)	10.5	0.404	-7.0	0.2	-0.5	12.5	-7.5[20 µM]	-43.1	4.1
CCOC(=O)c1c(-c2ccc(C)cc2)csc1NC(=O)CCN1CCOCC1	6.2	-0.0174	22.8	-1.4	11.1	11.0	-13.2	-9.2	42.3*
COC(=O)c1ccccc1NC(=O)c1cccs1	4.3	-0.0942	-29.1	0.6	-0.2	9.6	-7.7[20 µM]	-6.3	0.4

# (cont.)
SMILES	FXIa inh 1536	Cl transport mod	hK5 inh	PERK inh	Rad51 HR inh	FXIIa inh	Furin inhibitor	Calpain2 inh	thrombin 1536
C=CCOc1ccc(/C=N/NC(=O)CN2CCOCC2)cc1OCC	-1.2	0.922	2.1	1.8	-5.3	4.0	-23.3	5.7	-5.0
CCCC(=O)Nc1nc(C(=O)OCC)cs1	7.4	1.28	0.5	-0.7	-3.9	1.2	-27.7	-22.7	-2.1
COc1ccc(C2CCCN2C(=S)Nc2cccc(Cl)c2C)cc1OC (centres undefined)	-1.6	-0.0258	.	1.8	.	5.0	-15.7	39.3	-3.1
Nc1nc(Sc2ncccc2[N+](=O)[O-])n[nH]1	-0.4	-0.977	0.5	1.3	14.1	7.4	-8.3	-0.4	-2.9
Cc1ccc(-c2nc(CN3CCCCC3)cc(CN3CCCCC3)c2O)cc1	-3.0	0.0962	-2.7	0.0	-6.0	6.0	-35.8	-350.0	-7.4
O=C(N/N=C\c1ccc(OC(=O)c2cccs2)cc1)c1ccc(Cl)cc1	4.6	-1.17	-20.8	0.9	6.4	12.0	-24.6	-16.9	-4.8
CCN1CCN(C(c2cc(OC)c(OC)c(OC)c2)c2nnnn2C(C)C)CC1 (centres undefined)	1.5	0.0365	3.9	-0.3	-2.6	-6.5	-25.4	10.8	-7.5
Cn1c(=O)c(-c2ccccc2)nn2c3ccccc3nc12	2.5	-0.0142	-2.4	0.1	5.7	5.9	-24.9[20 µM]	-36.5	-5.4
O=C(CSc1ncc(C(F)(F)F)cc1Cl)N1CCN(S(=O)(=O)c2ccc3ccccc3c2)CC1	1.6	-0.184	2.9	-0.3	0.2	11.6	-15.1[20 µM]	-3.8	1.7
O=c1[nH]c(/C=C/c2ccccc2[N+](=O)[O-])nc2ccccc12	5.9	0.106	-9.6	0.9	2.7	3.8	-11.3	33.2	-4.4
Fc1ccc(NCc2cn3ccccc3n2)cc1	3.3	.	-15.7	1.2	-6.7	-6.2	-24.2	-29.8	0.2
CN(C)S(=O)(=O)c1ccc(C(=O)NCc2ccc3[nH]c4c(c3c2)CCCC4)cc1	-3.4	0.289	-14.5	-0.4	-4.6	6.0	-15.1	-60.6	-3.8
CCCSc1nnc(-c2cccc(S(=O)(=O)N(C)C)c2)n1-c1cc(OC)ccc1OC	-11.8	0.055	-1.2	-0.9	-5.6	-3.5	-18.5	28.6	-6.4
CC(C)OP(=O)(OC(C)C)C(NC(=O)c1ccccc1Br)C(N)=O (centres undefined)	3.1	1.04	0.8	-1.0	8.9	7.3	-9.4	0.2	1.0
O=C(Oc1ccc(/C=N/O)cc1)c1ccccc1Cl	-0.7	-1.42	-3.7	1.9	5.8	4.0	-20.9	-35.9	-3.8
Cc1ccc(S(=O)(=O)N/N=C\c2ccc([N+](=O)[O-])o2)cc1	5.8	.	6.9	2.1	3.7	10.8	-14.9[20 µM]	-13.5	1.5
Cc1cc2n(n1)C(c1ccccc1)Nc1ccccc1-2 (centres undefined)	-2.2	0.507	3.4	0.1	-1.1	14.7	-7.2[20 µM]	-63.1	-1.4
Cc1noc(C)c1S(=O)(=O)Nc1ccccc1N1CCOCC1	3.0	0.485	-1.1	0.8	-5.6	5.8	-6.4	-22.0	-3.3
CC(C)Cn1c(SCC(=O)Nc2ncccn2)nc2ccccc21	-3.9	-0.595	-4.2	0.2	13.2	-0.3	-6.7	-15.1	-13.1
O=C(CNC(=O)c1cccs1)NCCN1CCN(c2ccccc2F)CC1	0.9	-0.322	-19.6	0.4	4.3	1.8	-24.5	-38.4	3.8
CN(c1ccccc1)c1nc(N)c([N+](=O)[O-])c(N2CCCCCC2)n1	-0.6	-1.16	-2.6	-0.8	16.1	1.9	-12.3	8.7	-4.7
O=C(CCCC(=O)N1CCN(c2ccccc2F)CC1)N1CCN(c2ccccc2F)CC1	5.6	.	-9.1	0.1	1.9	17.9	-17.0	1.2	4.7
CC(=O)OCC(OC(C)=O)C(OC(C)=O)C(OC(C)=O)C(=O)Nc1ccccc1C (centres undefined)	-10.1	-0.653	-21.4	0.6	-1.1	-18.1	-6.7	15.8	-12.3
Cc1cc(C)n(C(=O)c2nn(C)c(C)c2[N+](=O)[O-])n1	10.6	0.00785	1.7	1.0	-4.1	15.2	-13.3[20 µM]	20.5	6.7
CC(=O)N(C(C)=O)c1cccc2c(N(C(C)=O)C(C)=O)cccc12	-4.1	-0.233	-10.2	-0.5	-0.6	10.8	11.3[20 µM]	7.7	-6.4
CCCCOC(=O)n1c(SCC(=O)N(CC)CC)nc2ccccc21	2.8	-0.936	-12.2	-1.1	2.6	9.5	-18.1[20 µM]	11.2	2.8
Cc1ccc(C)c(/C(O)=C2\C(=O)C(=O)N(CCCN3CCOCC3)C2c2cccnc2)c1 (centres undefined)	-1.6	-2.4	-5.3	0.2	-3.4	18.5	-13.7[20 µM]	-29.6	5.8
COc1ccc(NC(=O)Nc2ccc(C)cc2Br)c(OC)c1	-4.3	0.934	-22.0	1.1	17.2	-6.8	-26.4	-15.9	1.2
CC(CCc1ccccc1)NC(=O)CSc1cccc[n+]1[O-] (centres undefined)	-0.7	0.0398	-3.4	1.4	1.6	7.7	-30.1	53.2*	-4.8
O=C(CSc1nnc(-c2cccs2)o1)OC1CCCCC1	-5.1	-2.41	2.5	-0.1	1.1	6.1	-17.3	25.3	-3.5
CN1C(=O)/C(=C2\SC(=S)N(CCCCCC(=O)O)C2=O)c2ccccc21	-4.3	0.704	-4.3	-0.5	-2.9	-3.4	-3.9	28.9	-8.1

# Source: PubChem BioAssay

# This is a subset; the hit share may differ from the screen's.
